Rab7 wt modul: modulators of GTP binding to dog Rab7 wildtype GTPase | GST-Rab7 beads, fluorescent GTP binding, flow cytometry; actives lie on both sides; untreated = 100%, excess cold GTP = 0% | AID 758 | hit rate 0.055% among 190,000 | GTP binding activity (percent of control), % at 10 µM;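 active = fluorescent GTP binding to Rab7 beads changed by at least 20 points from the 100% baseline, either direction, mostly lower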;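 also: median green fluorescence of bound Bodipy-FL-GTP per Rab7 bead population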
HRas wt GTP: modulators of GTP binding to human HRas wildtype | P01112 | GST-Ras wt beads, Bodipy-FL-GTP binding, flow cytometry; actives lie on both sides | GTP binding activity, % at 10 µM | hit rate 0.14% among 190,000;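 active = GTP binding activity at least 20% away from the 100% baseline, either lowered as inhibitor or raised as activator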;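 also: 0% = unlabeled GTP competition control and 100% = no-compound control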
Target sequence (P01112 whole entry, looked up): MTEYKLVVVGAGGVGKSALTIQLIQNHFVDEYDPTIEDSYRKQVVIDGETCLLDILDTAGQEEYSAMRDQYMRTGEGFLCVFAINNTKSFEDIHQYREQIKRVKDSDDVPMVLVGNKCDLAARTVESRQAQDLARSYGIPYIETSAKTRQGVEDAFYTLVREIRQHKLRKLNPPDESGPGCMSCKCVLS
Rac1 wt modul: modulators of human Rac1 wildtype GTP binding; P63000; GST-Rac1 beads, fluorescent GTP binding, flow cytometry; actives lie on both sides; 0 = cold GTP competed, 100 = untreated; GTP binding activity (% of control), % at 10 µM; hit rate 0.27% among 190,000; AID 757;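 active = GTP binding activity at least 20 points away from the 100% control level, either lower or higher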
Mcl1 Noxa PPI: Mcl-1/Noxa interaction inhibition; Q07820; TR-FRET Mcl-1/Noxa peptide binding, 2 h; inhibition, % at 21.7 µM; hit rate 1.5% among 220,000;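 active = compounds that cut the protein-peptide binding signal by more than 50% relative to plate controls in a single-dose test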;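 also: His-tagged Mcl-1 with rhodamine Noxa BH3 peptide and terbium anti-His antibody; 0% = Mcl-1 plus Noxa peptide wells and 100% = peptide-only wells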
Target sequence (Q07820 whole entry, looked up): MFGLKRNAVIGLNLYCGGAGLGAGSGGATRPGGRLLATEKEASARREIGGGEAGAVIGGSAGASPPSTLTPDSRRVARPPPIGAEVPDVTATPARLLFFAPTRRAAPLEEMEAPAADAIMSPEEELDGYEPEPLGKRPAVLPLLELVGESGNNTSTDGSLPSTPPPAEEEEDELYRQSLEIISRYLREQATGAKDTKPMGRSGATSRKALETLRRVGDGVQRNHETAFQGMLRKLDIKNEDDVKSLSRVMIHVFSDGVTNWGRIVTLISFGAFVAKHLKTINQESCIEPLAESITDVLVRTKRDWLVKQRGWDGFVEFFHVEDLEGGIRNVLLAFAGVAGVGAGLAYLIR
Rab2 wt GTP: changes GTP binding to wildtype dog Rab2A, up or down | P61105 | GST-Rab2 wt beads, Bodipy-GTP binding, flow cytometry | GTP binding activity, % at 10 µM | hit rate 0.19% among 190,000 | AID 760;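 active = GTP binding activity at least 20 points away from 100%, either lowered or raised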;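 also: 0% = beads with excess unlabeled GTP and 100% = no-compound control corrected for plate trend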
Bim-Mcl-1: disrupts Bim peptide binding to human Mcl-1 | inhibition, % at 10 µM | hit rate 0.1% among 190,000 | Bead-based flow cytometry, Bim peptide-Mcl-1 binding | Q07820; in the data active = inhibition above about 40%;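 also: 0% = no compound tracer wells and 100% = peptide blocker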
Avidin bead fluor: avidin bead compound fluorescence profile; fluorescence (KMESF) at 10 µM; hit rate 0.38% among 220,000; Avidin beads, compound fluorescence 488/530 nm, flow cytometry; active compounds read high; AID 1775; in the data active = fluorescence above about 47; also: inactives centre near 10
Cdc42 wt: human Cdc42 wildtype GTP binding change, either direction; P60953; GST-Cdc42 beads, Bodipy-GTP binding, flow cytometry; actives lie on both sides; percent activity (GTP binding), % at 10 µM; hit rate 0.2% among 190,000; AID 761;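 active = percent activity GTP binding at least 20 points away from the 100% baseline, either down as inhibitor or up as activator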;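 also: median bead fluorescence of bound Bodipy-FL-GTP at 100 nM; 0% = excess unlabeled GTP control and 100% = no compound control; below 100% means less GTP binding so inhibitor and above means activator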
Target sequence (P60953 whole entry, looked up): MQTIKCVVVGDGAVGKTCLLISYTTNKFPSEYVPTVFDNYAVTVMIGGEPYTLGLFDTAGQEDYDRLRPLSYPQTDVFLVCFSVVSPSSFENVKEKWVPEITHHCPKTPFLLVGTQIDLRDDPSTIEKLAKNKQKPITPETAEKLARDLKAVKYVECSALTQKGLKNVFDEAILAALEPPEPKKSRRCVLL
Mcl1 Bid PPI: disrupts binding of human Mcl-1 to Bid peptide; AID 1021; TR-FRET Mcl-1/Bid-Dy647 peptide binding, 1536-well; Q07820; hit rate 0.97% among 220,000; inhibition, % at 21.7 µM;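 active = compounds that cut the binding signal by more than half at the single screening dose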;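 also: His-tagged Mcl-1 with europium anti-His antibody binding Bid BH3 peptide; 0% = Mcl-1 plus peptide wells and 100% = peptide-only wells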
Pf gametocyte: kills late stage P. falciparum gametocytes. hit rate 0.065% among 150,000. P. falciparum stage V gametocytes, ATP luminescence, 24 h. inhibition, % at 10.9 µM;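 active = inhibition above the mean plus 3 SD of compounds within the control limits, set per campaign, cut at about 38% in these data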;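 also: 0% = DMSO wells and 100% = medium only without gametocytes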
Rac1 act GTP bind: modulators of GTP binding to human Rac1 activated mutant; P63000; GST-Rac1 activated beads, fluorescent GTP binding, flow cytometry; actives lie on both sides; 100% means binding = to untreated wells; percent activity (GTP binding), % at 10 µM; hit rate 0.11% among 190,000; AID 764;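 active = GTP binding at least 20 percentage points away from the 100% baseline, in either direction, so actives lie on both sides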
Numbers without * were called inactive; x = no result given.

SMILES | Rab7 wt modul | HRas wt GTP | Rac1 wt modul | Mcl1 Noxa PPI | Rab2 wt GTP | Bim-Mcl-1 | Avidin bead fluor | Cdc42 wt | Mcl1 Bid PPI | Pf gametocyte | Rac1 act GTP bind
COC(=O)NCC(c1ccco1)N1CCN(c2ccc(OC)cc2)CC1 (centres undefined) | 107 | 96 | 93 | 19 | 99 | -1 | 9 | 97 | -36 | 16 | 93
COCCN(C(=S)Nc1ccccc1OC)C1CCN(C(C)C)CC1 | 107 | 99 | 102 | 0 | 102 | -1 | 6 | 99 | -18 | 18 | 96
COc1ccc(/C=N/NC(=O)CN(CCc2ccccc2)S(=O)(=O)c2ccc(NC(C)=O)cc2)cc1OC | 95 | 93 | 93 | 19 | 93 | -7 | 15 | 96 | 1 | -21 | 98
Nc1nc2ccccc2n1CCN1CCCC1 | 100 | 101 | 106 | 7 | 100 | 0 | 11 | 102 | -26 | x | 96
CCNC(=S)Nc1cc(OCC)c(NC(=O)c2ccco2)cc1OCC | 98 | 101 | 101 | 6 | 99 | -5 | 11 | 100 | -36 | -3 | 100
CCOC(=O)N1CCC(Nc2c(NCCCN(CC)CC)c(=O)c2=O)CC1 | 101 | 99 | 102 | 3 | 97 | -1 | 8 | 101 | -26 | x | 98
COc1ccccc1-c1nnn(CC#N)n1 | 90 | 93 | 91 | 12 | 93 | -1 | 1 | 95 | -27 | x | 93
O=C(O)C1C2C=CC(CC2)C1C(=O)O (centres undefined) | 91 | 95 | 95 | 18 | 92 | 1 | 12 | 94 | -30 | x | 93
C/C(=N\OCC(=O)NC12CC3CC(CC(C3)C1)C2)c1cc2ccccc2o1 | 98 | 98 | 102 | 9 | 99 | -8 | 22 | 98 | -12 | 10 | 99
COc1ccccc1NC(=O)CSc1nnnn1-c1ccc2c(c1)OCO2 | 95 | 96 | 97 | 0 | 96 | -2 | 26 | 97 | 99* | -10 | 95
CCC(=O)Nc1c(-c2cccs2)c(=O)c2ccccc2n1C | 97 | 99 | 103 | -4 | 98 | 0 | 16 | 102 | 9 | -6 | 97
COc1ccc(Nc2ccc(S(=O)(=O)N3CCCCC3)cc2[N+](=O)[O-])cc1OC | 97 | 96 | 97 | 14 | 97 | 1 | 22 | 97 | -11 | x | 95
O=C(COC(=O)c1ccco1)Nc1ccccc1 | 97 | 100 | 106 | -8 | 98 | 0 | 7 | 103 | -25 | x | 101
O=C(CCNC(=O)c1ccc(Cl)cc1)Nc1ccc(F)cc1F | 100 | 100 | 104 | -4 | 100 | -7 | 12 | 102 | -10 | -2 | 103
Cc1ccc(-c2ccc(/C=C(\C#N)C(N)=S)o2)c([N+](=O)[O-])c1 | 90 | 90 | 93 | 58* | 91 | 0 | 5 | 92 | -31 | 11 | 94
CN(C(=O)/C=C/c1ccco1)c1ccccc1C(=O)O | 93 | 94 | 92 | 6 | 94 | -2 | 7 | 93 | -42 | 8 | 94
CCN(C(=O)Cn1c(=O)n2nc(CCn3nc(C)cc3C)nc2c2ccccc21)c1cccc(C)c1 | 103 | 103 | 107 | -13 | 103 | -3 | 11 | 104 | -19 | x | 100
CCC1=NN2C(=N)/C(=C\c3cccn3-c3ccc(OC)cc3)C(=O)N=C2S1 | 94 | 90 | 95 | 26 | 88 | 1 | 23 | 89 | -43 | 10 | 88
COc1ccc2cc(C(=O)C3CCCN(C(=O)c4cc(=O)n(C)c(=O)n4C)C3)ccc2c1 (centres undefined) | 94 | 94 | 97 | 3 | 97 | -2 | 9 | 95 | -13 | -18 | 97
CCc1ccc(OCCCC(=O)Nc2ccc(N3CCCCC3)cc2)cc1 | 95 | 98 | 98 | 13 | 97 | 0 | 16 | 98 | -61 | x | 96
CN1C(=O)C(CC(=O)Nc2ccc3c(c2)Cc2ccccc2-3)N(C)C1=O (centres undefined) | 106 | 103 | 104 | 11 | 101 | -7 | 35 | 103 | -11 | -17 | 101
CCc1cc2c3c(c(=O)oc2cc1O)CCCC3 | 96 | 96 | 99 | 12 | 97 | 1 | 5 | 95 | -9 | 7 | 97
O=C(Nc1ccc2c(c1)CCC2)c1cc2ccccc2o1 | 98 | 100 | 104 | 28 | 99 | -2 | 6 | 102 | 3 | x | 101
CC(=O)c1noc(C)c1C(=O)Nc1nccs1 | 100 | 105 | 104 | 5 | 102 | 1 | 8 | 105 | -24 | 8 | 101
COc1ccccc1Nc1nc2c(s1)CCC2 | 100 | 103 | 103 | 21 | 101 | 0 | 11 | 103 | -15 | 8 | 102
Cc1cc(=O)n(CCCO)c(O)c1C#N | 102 | 101 | 104 | 25 | 99 | -2 | 29 | 102 | 1 | -8 | 97
O=C(NCc1ccccn1)c1ccc(Cl)s1 | 100 | 100 | 106 | 22 | 100 | -2 | 13 | 100 | -29 | 17 | 99
Cc1cc(NS(=O)(=O)c2ccc(NC(=S)NC(=O)c3cccnc3)cc2)no1 | 100 | 95 | 93 | 10 | 98 | -3 | 11 | 93 | -27 | x | 93
Cc1nn(C)c(C)c1CS(=O)(=O)c1ccccc1 | 101 | 101 | 104 | 14 | 98 | -3 | 24 | 101 | -13 | 17 | 97
CC(=O)c1cccc(NC(=O)NC2CC3CCCC(C2)N3CC(C)C)c1 (centres undefined) | 91 | 100 | 103 | 0 | 100 | -5 | 8 | 102 | -2 | x | 102
CC(C)Oc1c(Br)cc(Br)cc1/C=N/NC(N)=S | 98 | 97 | 103 | 18 | 98 | 0 | 6 | 83 | -48 | x | 100
O=C(NCc1cccnc1)C(=O)NCC1OCCCN1S(=O)(=O)c1ccc(Cl)cc1 (centres undefined) | 111 | 105 | 107 | 8 | 102 | -4 | 16 | 105 | -29 | 13 | 100
CCOc1ccc(OCc2ccc(C(=O)Nc3cccc(C)n3)o2)cc1 | 103 | 104 | 105 | -5 | 100 | 0 | 8 | 100 | -31 | x | 98
Cc1ccc(NC(=O)c2c(C)nn(-c3ccccc3)c2Cl)cc1 | 96 | 99 | 104 | -4 | 97 | -4 | 7 | 98 | -47 | 11 | 99
Cc1n[nH]c(=O)n1-c1ccc(OCc2ccccc2)cc1 | 100 | 96 | 98 | 22 | 96 | -2 | 6 | 96 | -58 | x | 96
O=C(/C=C/c1cccc(C(F)(F)F)c1)Nc1cccc(C(F)(F)F)c1 | 103 | 100 | 104 | 13 | 102 | -3 | 15 | 102 | -3 | x | 98
O=C1CCC([N+](=O)[O-])C(c2ccc(Cl)c([N+](=O)[O-])c2)N1 (centres undefined) | 106 | 102 | 100 | 18 | 103 | 0 | 9 | 98 | -30 | 4 | 96
Cc1cc(C(=O)CSc2nnc(-c3ccc(OC(F)F)cc3)o2)c(C)n1Cc1cccs1 | 95 | 97 | 100 | 11 | 97 | 3 | 8 | 98 | 32 | -7 | 97
O=C(c1ccccc1Sc1cccc2ccccc12)N1CCOCC1 | 95 | 97 | 100 | -3 | 96 | 0 | 6 | 96 | 5 | x | 94
CCCCOc1ccc(C(=O)N2CCCCCC2)cc1 | 99 | 104 | 107 | 6 | 105 | -3 | 16 | 105 | -18 | x | 100

Arranged by number of heavy atoms (smallest number first): 8 of the compounds above
SMILES | Rab7 wt modul | HRas wt GTP | Rac1 wt modul | Mcl1 Noxa PPI | Rab2 wt GTP | Bim-Mcl-1 | Avidin bead fluor | Cdc42 wt | Mcl1 Bid PPI | Pf gametocyte | Rac1 act GTP bind
O=C(O)C1C2C=CC(CC2)C1C(=O)O (centres undefined) | 91 | 95 | 95 | 18 | 92 | 1 | 12 | 94 | -30 | x | 93
COc1ccccc1Nc1nc2c(s1)CCC2 | 100 | 103 | 103 | 21 | 101 | 0 | 11 | 103 | -15 | 8 | 102
CC(C)Oc1c(Br)cc(Br)cc1/C=N/NC(N)=S | 98 | 97 | 103 | 18 | 98 | 0 | 6 | 83 | -48 | x | 100
CN(C(=O)/C=C/c1ccco1)c1ccccc1C(=O)O | 93 | 94 | 92 | 6 | 94 | -2 | 7 | 93 | -42 | 8 | 94
O=C(Nc1ccc2c(c1)CCC2)c1cc2ccccc2o1 | 98 | 100 | 104 | 28 | 99 | -2 | 6 | 102 | 3 | x | 101
O=C(/C=C/c1cccc(C(F)(F)F)c1)Nc1cccc(C(F)(F)F)c1 | 103 | 100 | 104 | 13 | 102 | -3 | 15 | 102 | -3 | x | 98
CCNC(=S)Nc1cc(OCC)c(NC(=O)c2ccco2)cc1OCC | 98 | 101 | 101 | 6 | 99 | -5 | 11 | 100 | -36 | -3 | 100
COc1ccccc1NC(=O)CSc1nnnn1-c1ccc2c(c1)OCO2 | 95 | 96 | 97 | 0 | 96 | -2 | 26 | 97 | 99* | -10 | 95

Next section
SMILES | Rab7 wt modul | HRas wt GTP | Rac1 wt modul | Mcl1 Noxa PPI | Rab2 wt GTP | Bim-Mcl-1 | Avidin bead fluor | Cdc42 wt | Mcl1 Bid PPI | Pf gametocyte | Rac1 act GTP bind
O=C(Nc1ccccc1-c1ccccc1)NC1CCN(CC(=O)N2CCOCC2)CC1 | 93 | 103 | 105 | 2 | 102 | 0 | 7 | 107 | -4 | x | 101
CSc1ccc(N2C(=O)NC3(CCCCC3)C2=O)cc1 | 100 | 100 | 100 | -15 | 99 | -2 | 6 | 102 | -1 | x | 97
COc1ccc(C2C(C#N)=C(N)OC3=C2C(=O)CCC3)c(OC)c1OC (centres undefined) | 101 | 99 | 98 | 16 | 98 | 0 | 18 | 98 | -96 | 20 | 96
Cc1ccc(/C=N/NC(=O)C2=NNC(c3ccccc3)(c3ccccc3)C2)c(O)c1 | 98 | 98 | 106 | -1 | 98 | -2 | 20 | 101 | -10 | 20 | 97
O=C1CCCC(O)=C1C1NCCc2ccccc21 (centres undefined) | 99 | 99 | 102 | -4 | 100 | 0 | 9 | 99 | -28 | x | 98
COc1cccc(CC2(CO)CCCN(Cc3cc(F)ccc3-n3cccn3)C2)c1 (centres undefined) | 102 | 98 | 98 | 4 | 100 | 0 | 11 | 99 | -36 | -2 | 96
CSc1nc(-c2ccccc2)nn1C(=O)c1ccc(Cl)cc1 | 99 | 97 | 93 | 10 | 96 | 0 | 10 | 94 | -21 | x | 94
Cn1c(CSCc2ccc(Cl)cc2Cl)n[nH]c1=S | 94 | 96 | 95 | 30 | 96 | -5 | 7 | 95 | -26 | x | 93
Cn1ccnc1SCc1nc2c(cnn2-c2ccccc2)c(=O)[nH]1 | 98 | 100 | 101 | 13 | 96 | -1 | 7 | 100 | -14 | 16 | 101

High-throughput results: PubChem, several laboratories
